Compound activity (PubChem)
EBV LMP1 NFkB: reduces LMP1-driven NF-kappaB luciferase signal | 350,000 compounds, 0.69% hits | AID 504558 | inhibition, % at 12.5 µM | LMP1-induced NF-kappaB luciferase reporter cells, luminescence; in the data active = inhibition above about 41%;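 note: 0% = neutral control wells and 100% = reference inhibitor control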
MITF TRPM1 inh: MITF TRPM1 promoter inhibition in SK-MEL-5 cells; SK-MEL-5 TRPM1 promoter luciferase, 24 h; inhibition, % at 12.5 µM; 330,000 compounds, 0.83% hits;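 active = mean inhibition across replicates of 60% or more, whatever share of single replicates reaches that level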; note: values of inactives mirror those of a sister screen read the other way
NR2E3 ag-1: human photoreceptor-specific nuclear receptor agonism | 360,000 compounds, 0.35% hits | inhibition of corepressor binding, % at 3.98 µM | AID 602229 | CHO-S Gal4-NCOR/VP16-NR2E3 two-hybrid, luciferase | Q9Y5X4;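 active = inhibition above the mean of all tested compounds plus 3 SD, cut at about 70% in these data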;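 note: 0% = DMSO with NR2E3 transfected cells and 100% = cells lacking NR2E3 construct; higher means lower luciferase signal from less NR2E3 corepressor binding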
Target sequence (Q9Y5X4 whole entry, looked up, the tested form may be a part): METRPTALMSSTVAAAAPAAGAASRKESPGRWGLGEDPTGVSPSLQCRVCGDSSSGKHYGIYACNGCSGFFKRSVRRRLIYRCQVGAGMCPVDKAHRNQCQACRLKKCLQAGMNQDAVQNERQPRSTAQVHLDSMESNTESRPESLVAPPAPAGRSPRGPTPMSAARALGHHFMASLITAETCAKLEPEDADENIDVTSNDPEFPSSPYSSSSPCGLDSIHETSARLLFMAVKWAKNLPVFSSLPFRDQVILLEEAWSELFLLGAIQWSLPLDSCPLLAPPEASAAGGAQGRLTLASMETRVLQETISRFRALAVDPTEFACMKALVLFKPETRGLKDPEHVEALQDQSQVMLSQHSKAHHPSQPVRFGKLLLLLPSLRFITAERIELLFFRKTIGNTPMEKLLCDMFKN
TRAIL sens C8: caspase-8 TRAIL sensitization | inhibition (viability loss, TRAIL sensitization), % at 10 µM | 360,000 compounds, 1% hits | AID 624354 | NB7+C8 cells + TRAIL, ATPlite viability luminescence;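 active = compounds causing at least 50% loss of cell viability in the single-dose screen, relative to plate controls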
KKLEB tox: reduces viability of KKLEB cystic fibrosis airway cells; activity change (cytotoxicity), % at 5 µM; KKLEB CF airway cells viability, ATPlite luminescence, overnight; active compounds read low; cells stimulated with P. aeruginosa culture filtrate; 360,000 compounds, 0.36% hits;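 active = corrected activity change at or below -50% at 5 µM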
Shn3 3UTR inh: Schnurri-3 reporter inhibition in Clone20 osteoblasts | Clone20 osteoblast Shn3 3'UTR firefly luciferase, 24 h | inhibition, % at 12.5 µM | 360,000 compounds, 0.52% hits | AID 588674;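 active = mean inhibition of at least 75% with every replicate also reaching 75%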;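 note: 0% = median of neutral control wells and 100% = pilot-screen positive control compound; some compounds past the cut are filed as inactive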
NR2E3 ag-2: activates human photoreceptor nuclear receptor NR2E3; Q9Y5X4; GST-NR2E3/biotin-RetCOR TR-FRET, 1536-well; inhibition of corepressor binding, % at 4.78 µM; 320,000 compounds, 0.12% hits; AID 2300;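 active = percent inhibition above the cutoff of mean plus 3 SD of all tested compounds, set per screening campaign, cut at about 20% in these data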;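 note: 0% = DMSO wells and 100% = biotin wells as full block of FRET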
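Format: 1536-well format; test system: GST-NR2E3 and biotin-RetCOR proteins; read-out basis: percent inhibition of TR-FRET ratio; timing: 5 h incubation at 4 °C; detection: time-resolved FRET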
hiPSC survival: hiPSC single-cell survival enhancement; AID 602274; ATPlite luminescence; 100% = ROCK inhibitor wells, 0% = DMSO; survival enhancement, % at 20 µM; 360,000 compounds, 0.044% hits; in the data active = survival enhancement above about 18%;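 note: cells exposed to compounds for 16 hours before the ATP read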
CF NFkB inh: blocks PAF-induced NF-kB reporter in cystic fibrosis cells; KKLEB NF-kB-GFP reporter, GFP fluorescence overnight; inhibition, % at 5 µM; 360,000 compounds, 0.86% hits;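 active = at least 50% inhibition at 5 µM, scaled per plate between neutral and stimulator controls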;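 note: PAF is a Pseudomonas aeruginosa culture filtrate used as stimulus; plate controls were PAF-stimulated DMSO wells for no effect and unstimulated DMSO wells for full effect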
HIF-2a inh: inhibitors of HIF-2a. 360,000 compounds, 0.72% hits. AID 624352. inhibition, % at 18.8 µM. 786-0 RCC cells HIF-2a reporter, luciferase luminescence, overnight;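 active = inhibition of the luminescence signal of 40% or more relative to plate controls, in a single-dose primary screen at 18.75 µM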
Peg3 promoter: reduces Peg3 promoter-driven luciferase expression in HeLa | HeLa PEG-Prom luciferase reporter, luminescence, overnight | inhibition, % at 20 µM | 360,000 compounds, 1.7% hits | AID 588405;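 active = inhibition of at least 50% at 20 µM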
The depositor's hits bear a star; . = not tested or not shown.

SMILES	EBV LMP1 NFkB	MITF TRPM1 inh	NR2E3 ag-1	TRAIL sens C8	KKLEB tox	Shn3 3UTR inh	NR2E3 ag-2	hiPSC survival	CF NFkB inh	HIF-2a inh	Peg3 promoter
CCCc1nnc(NC(=O)c2c(O)c3c([nH]c2=O)CCCC3)s1	6	-13	-6	-12	13	-15	5	3.2	-18	-41	-87
O=[N+]([O-])c1ccc(CN2[C@H](COCc3ccccc3)[C@@H](N3CCCC3)CS2(=O)=O)cc1	.	.	-19	7	-19	9	.	-1.0	5	-4	12
CCOCCCn1c(=S)[nH]c2cc(C(=O)NCCOC)ccc2c1=O	6	8	-11	8	0	-10	-1	3.5	1	13	5
Cc1onc(-c2c(F)cccc2Cl)c1C(=O)NC(C)c1ccccc1 (configuration not stated)	-5	7	-2	8	2	-5	-3	0.0	-18	5	10
COc1cc2c(cc1OC)C(CC#N)=NC(C)(C)C2	9	-5	9	-9	-14	-7	-1	3.3	3	11	4
O=C(Cc1ccccc1)c1ccc(Cl)cc1	-10	-40	-27	2	3	5	2	-0.8	-17	-34	-27
Cc1cccc(NC(=O)Nc2cnccn2)c1	-15	-14	8	-4	-5	-10	1	0.1	11	-33	-39
CCOc1ccc(N2C(=O)S/C(=C\c3cc(OC)c(OC)c(OC)c3)C2=O)cc1	9	8	12	-1	4	16	2	0.0	-1	-7	16
CCc1nc2c(OCc3ccc(OC)cc3)cccn2c1N(C)C(=O)c1ccco1	.	.	9	11	-7	-3	.	-0.3	4	9	2
Cc1ccc(CNC(=O)[C@H]2O[C@@H](n3cnc4c(N)ncnc43)[C@H](O)[C@@H]2O)o1	.	.	-3	-10	-26	-2	.	1.3	-3	12	1
COc1ccc(S(=O)(=O)Nc2cccc(-c3ccc(N4CCCCCC4)nn3)c2)c(OC)c1	-26	-22	-56	17	-6	-39	-1	-0.4	17	-127	-177
COc1ccc(C(=O)C2CCCN(C(=O)Cc3c(C)noc3C)C2)cc1OC (configuration not stated)	1	-7	-16	1	5	61	1	0.0	9	-6	-6
Cc1cc(C)n2nc(C(=O)Nc3ccc4c(c3)OCO4)cc2n1	11	-33	-88	17	2	-54	4	0.3	12	-148	-164
COc1ccccc1NC(=S)NCc1ccccc1Cl	7	-3	8	-1	2	14	2	-0.6	9	5	-3
O=c1cc2c(n[nH]1)-c1ccccc1CC2	3	40	2	-13	9	5	-2	-0.5	-5	11	45
N#CC(c1ccccc1)c1ccc(=O)[nH]n1 (configuration not stated)	2	-11	-3	-5	1	-14	0	-0.1	-2	13	7
O=C(Nc1ccccc1)c1cccc(C(=O)Nc2ccccc2)n1	14	4	-19	-26	-1	34	2	-0.3	10	14	24
C[N+]1(CC2COC3(CCCCC3)O2)CCCC1 (configuration not stated)	-15	1	-22	-14	5	14	0	2.9	-21	18	9
CCOC(=O)c1c(-c2cc(OC)c(OC)c(OC)c2)csc1NC(=O)c1ccccc1	-3	.	-24	22	2	35	.	1.2	-4	-7	11
O=C(CC1C(=O)NCCN1Cc1cccc(Oc2ccccc2)c1)NCCn1cccn1 (configuration not stated)	-1	-7	31	-11	-8	4	3	1.4	-6	18	18
COc1ccc(C(=O)c2ccc(OC)cc2OC)cc1	2	1	-31	12	-26	.	3	-0.6	18	-2	14
O=C(COC(=O)c1cccnc1Cl)Nc1ccc(N2CCCCC2)cc1	-1	-29	-25	-2	0	-29	2	0.6	15	-39	-49
CC(=O)Nc1ccc(-c2ccc(NC(C)=O)c(O)c2)cc1O	-10	-43	-2	-10	7	-51	-1	-0.3	-1	-82	-75
O=C(NCc1ccccc1)c1cc(C2COCCN2C(=O)C2CC2)on1 (configuration not stated)	.	.	19	-3	6	-16	.	1.1	1	0	0
CN1CCSc2ccc(C(=O)NCc3ccccc3)cc21	5	.	-17	-1	-6	-8	2	-3.4	-1	-131	-32

Gathered by group, the compounds so far with a furan ring, fused or not (2)
SMILES	EBV LMP1 NFkB	MITF TRPM1 inh	NR2E3 ag-1	TRAIL sens C8	KKLEB tox	Shn3 3UTR inh	NR2E3 ag-2	hiPSC survival	CF NFkB inh	HIF-2a inh	Peg3 promoter
CCc1nc2c(OCc3ccc(OC)cc3)cccn2c1N(C)C(=O)c1ccco1	.	.	9	11	-7	-3	.	-0.3	4	9	2
Cc1ccc(CNC(=O)[C@H]2O[C@@H](n3cnc4c(N)ncnc43)[C@H](O)[C@@H]2O)o1	.	.	-3	-10	-26	-2	.	1.3	-3	12	1

(cont.)
SMILES	EBV LMP1 NFkB	MITF TRPM1 inh	NR2E3 ag-1	TRAIL sens C8	KKLEB tox	Shn3 3UTR inh	NR2E3 ag-2	hiPSC survival	CF NFkB inh	HIF-2a inh	Peg3 promoter
COc1cc(C2(c3ccc(O)c(OC)c3)C(=O)Nc3c(Br)cc(Br)cc32)ccc1O	2	-11	1	-17	-14	-11	-6	1.7	-6	-1	13
CC(C(=O)N1CCOCC1)N1C(=O)c2cccc3cccc(c23)C1=O (configuration not stated)	0	13	-30	-6	-3	7	1	5.2	-13	7	15
O=C(Cc1ccccc1)NCC(=O)N/N=C/c1cccs1	1	-8	17	-4	2	2	6	0.4	7	6	5
CCN1CCC(NC(=O)Nc2cc(Cl)ccc2OC)CC1	4	-3	22	-2	0	-10	3	-3.1	17	15	22
O=S(=O)(CCc1nc2ccccc2s1)c1ccc(Cl)cc1	4	7	2	-4	-11	5	0	-0.1	2	19	-8
O=C(CN(Cc1ccccc1F)C(=O)Cn1nnc(-c2cccs2)n1)NC1CCCCC1	3	6	-24	-7	4	-5	2	-0.8	6	20	14
CCC1CCCCN1CCCNC(=O)c1csc2c1CCCCC2 (configuration not stated)	1	-7	-6	-3	2	-2	-2	-0.4	2	8	-14
COc1ccc(C)cc1N(C(=O)COc1ccccc1)c1nc2ccccc2s1	-7	11	-27	9	-7	-12	8	-0.2	-21	-39	-10
Cc1c(NC(=O)Nc2ccc3c(c2)OCO3)c(=O)n(-c2ccccc2)n1C	-1	-2	-4	-1	-29	-5	3	-0.5	10	-7	-5
CCc1nc2ccc(C(=O)NCCNC(C)=O)cn2c1N(C)Cc1ccc(OC)cc1	.	.	3	-3	-18	-10	.	0.3	27	8	6
COc1ccccc1C(=O)c1cc2ccc(O)cc2oc1=O	-2	5	-5	-4	16	-1	1	0.1	2	-11	-3
Cc1nnc(SCC(=O)N2CCN(c3ccccc3)CC2)n1-c1ccccc1	-4	-7	4	-4	-14	4	3	1.3	4	-1	9
COC(=O)c1ccc(NC(=S)NCCc2ccc(OC)cc2)cc1	7	12	5	-2	-1	10	-1	-1.0	2	0	-6
O=C(COC(=O)/C=C/c1ccc([N+](=O)[O-])cc1)Nc1ccc2[nH]c(=O)[nH]c2c1	-7	-7	8	-6	-8	-11	.	0.4	5	13	16
NC(=O)CSc1nnc(NC(=O)c2ccc3ccccc3c2)s1	-10	-57	1	39	0	-90	9	0.3	-19	-166	-200
Cc1nc(C(F)(F)F)ccc1C(=O)N1CCCCCC1(C)C(=O)NCC(C)C (configuration not stated)	.	.	-14	-8	-5	3	.	4.0	-2	1	4
CCN(CC)CCN(C(=O)c1cc2ccccc2cc1OC)c1nc2ccc(OC)cc2s1	-17	-15	1	3	-9	26	-4	-0.5	14	3	12
CCOC(=O)c1sc(NC(=O)CSc2nccn2C)nc1C	-9	-42	-68	-5	3	-66	-2	0.3	-17	-165	-137
C/C=C(/C)C(=O)OC1c2c(ccc3ccc(=O)oc23)OC(C)(C)C1OC(C)=O (configuration not stated)	0	4	-17	5	2	18	-3	-0.7	-7	19	11
CCC(=O)N1CCN(c2ccc(NC(=S)NC(=O)c3cc4ccccc4o3)cc2)CC1	5	-5	-26	46	13	64	.	-0.2	-39	-23	-5
Cc1cccc2cc(CN(CC3CCCO3)C(=O)c3cccnc3)c3nnnn3c12 (configuration not stated)	38	4	-3	-6	0	3	4	2.2	8	7	4
COc1ccccc1N1CC(C)C(=O)NC1=S (configuration not stated)	-4	13	5	-11	-7	3	1	1.5	7	3	6
CC(=O)Nc1ccc(S(=O)(=O)N(CCc2ccccc2)CC(=O)N/N=C/c2ccc(C(=O)O)cc2)cc1	16	1	-9	0	6	1	-1	-1.7	-6	14	-28
COc1cccc(NC(=O)COc2ccccc2)c1	-8	-57	-13	3	-2	-43	2	-0.4	5	-233	-180
Cc1ccc(NS(=O)(=O)c2ccc(C(=O)OCC(=O)NCC3CCCO3)cc2)cc1 (configuration not stated)	-17	8	-26	-5	3	1	3	-0.6	-11	1	-3
SMILES	EBV LMP1 NFkB	MITF TRPM1 inh	NR2E3 ag-1	TRAIL sens C8	KKLEB tox	Shn3 3UTR inh	NR2E3 ag-2	hiPSC survival	CF NFkB inh	HIF-2a inh	Peg3 promoter
COc1ccc(C(=O)NC(=S)Nc2ccccc2[N+](=O)[O-])cc1OC	-9	-12	-20	4	15	2	-2	-0.3	3	-65	16
Cc1cc(=O)[nH]c2nnc(SCC(=O)N3CC(C)OC(C)C3)n12 (configuration not stated)	-4	-1	-33	-17	16	-16	-3	-0.6	10	7	3
Cc1c(NC(=O)C2(c3ccccc3)CCCC2)c(=O)n(-c2ccccc2)n1C	-7	-6	1	-3	6	-23	5	-1.2	-14	12	12
CN(Cc1ccccc1)C(=O)c1ccccc1C(=O)OCC(=O)N(Cc1ccccc1)C(C)(C)C	-1	10	-35	8	-22	11	.	-0.3	24	7	14
COc1cc(CC(=O)Nc2cccc(C(F)(F)F)c2)cc(OC)c1OC	3	3	2	-5	-1	20	-2	0.4	4	13	13
COc1ccc(/C=C(\NC(=O)c2ccc([N+](=O)[O-])cc2)C(=O)NCCN2CCOCC2)cc1	-1	-3	-6	6	-8	-8	3	-0.3	3	8	10
CC(=O)Nc1ccc(-c2csc(NC(=O)C3CCN(S(=O)(=O)c4cccs4)CC3)n2)cc1	4	-1	10	10	6	67	-1	-2.3	2	3	48
CCCCCCCCn1c(=O)c(C(=O)OCC)c(O)c2ccccc21	6	-6	-6	-12	11	3	3	0.2	-10	30	2
O=C(NNS(=O)(=O)c1ccccc1)c1ccc(F)cc1	-6	-2	-18	-7	0	-3	0	-0.3	-6	18	-2
CS(=O)(=O)Nc1ccc(C(=O)Nc2ccccc2-c2ccccc2)cc1	-10	7	7	-10	12	6	8	-0.7	13	17	22
CN(CC(=O)Nc1ccc(Cl)c(Cl)c1)C(=O)C1CCCC1	1	1	-5	-7	-5	-4	2	-1.3	8	-11	-1
CC1Sc2ccc(S(=O)(=O)NCCc3ccc(S(N)(=O)=O)cc3)cc2NC1=O (configuration not stated)	-4	-6	-5	-10	5	-2	3	0.6	-5	6	-13
COc1cc(Br)c(CN2CCCN(C)CC2)cc1OC	-2	5	-30	-6	-3	11	2	0.3	-22	19	7
NC1=NC(c2ccc(F)cc2)n2c(nc3ccccc32)N1 (configuration not stated)	-5	5	-18	5	-8	1	-1	-1.6	-3	-5	17
CC(C)(C)NS(=O)(=O)c1ccc(NC(=O)CS(=O)(=O)Cc2ccccc2)cc1	-1	4	-5	-4	16	5	-3	-0.3	-8	21	4
COc1ccc(C2CC(=O)C3=C(C2)Nc2ncnn2C3c2ccccc2C)c(OC)c1 (configuration not stated)	4	-10	-15	-15	6	24	-1	2.4	12	5	3

These rows are one share of the data; the hit share may differ from the screen's.
